Compound activity as filed in PubChem BioAssay.
D2 antagonist: D2 dopamine receptor (human) antagonism; HEK293 TREx D2 cells, calcium flux, dopamine EC80; AID 485344; 340,000 compounds, 2% hits; inhibition, % at 10 µM; in the data active = inhibition above about 30%; note: 0% is about no effect
Target sequence (P14416 whole entry, looked up): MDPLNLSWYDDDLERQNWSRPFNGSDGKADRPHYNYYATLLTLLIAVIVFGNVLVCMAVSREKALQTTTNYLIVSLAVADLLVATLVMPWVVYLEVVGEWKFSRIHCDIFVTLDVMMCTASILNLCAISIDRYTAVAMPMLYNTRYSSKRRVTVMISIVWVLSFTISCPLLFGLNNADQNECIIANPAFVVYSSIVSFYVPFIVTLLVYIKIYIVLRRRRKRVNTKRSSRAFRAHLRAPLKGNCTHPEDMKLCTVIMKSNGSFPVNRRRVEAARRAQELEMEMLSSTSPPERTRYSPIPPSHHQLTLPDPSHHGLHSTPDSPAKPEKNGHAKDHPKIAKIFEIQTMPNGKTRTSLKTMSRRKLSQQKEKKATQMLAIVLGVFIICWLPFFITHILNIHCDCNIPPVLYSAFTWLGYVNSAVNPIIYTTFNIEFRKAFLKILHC
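Tetracycline-induced HEK293 TREx cells expressing D2 receptor forced-coupled to calcium signalling, loaded with no-wash calcium dye. Compounds added and calcium flux read 180 s, then dopamine added at EC80 and read a further 180 s.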
D1 potentiator: human D1 dopamine receptor positive modulation | AID 504651 | potentiation, % at 10 µM | HEK293 TREx D1 cells, calcium flux, dopamine EC20 potentiation | P21728 | 360,000 compounds, 0.036% hits; in the data active = potentiation above about 30%; note: 0% is about no effect
TRHR enhancer: TRH receptor (human) allosteric enhancement; enhancement, % at 2 µM; 360,000 compounds, 0.66% hits; P34981; TRHR cells, fluo-8 calcium fluorescence, EC20 TRH enhancement; in the data active = enhancement above about 30%; note: 0% is about no effect
Target sequence (P34981 whole entry, looked up): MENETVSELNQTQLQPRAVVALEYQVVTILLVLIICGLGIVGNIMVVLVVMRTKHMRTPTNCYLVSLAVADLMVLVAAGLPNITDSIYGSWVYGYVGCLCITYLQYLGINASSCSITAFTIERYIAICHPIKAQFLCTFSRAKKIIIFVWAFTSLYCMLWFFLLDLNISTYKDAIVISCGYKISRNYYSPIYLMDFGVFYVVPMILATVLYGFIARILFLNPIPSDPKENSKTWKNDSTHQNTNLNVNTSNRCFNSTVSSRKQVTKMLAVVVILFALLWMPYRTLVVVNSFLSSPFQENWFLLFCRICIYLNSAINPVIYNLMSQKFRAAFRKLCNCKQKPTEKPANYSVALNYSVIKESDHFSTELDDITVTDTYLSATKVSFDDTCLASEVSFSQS
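TRHR-expressing cells loaded with fluo-8 calcium dye were read kinetically (ex 480/em 530) during compound addition, then stimulated with an EC20 of TRH (10 nM final). Enhancement of the Gq-mediated intracellular calcium response was scored.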
D1 ag: agonists of human D1 dopamine receptor; P21728; HEK293 T-REx D1 cells, calcium flux, agonist mode; activation, % at 2 µM; 360,000 compounds, 1% hits; AID 504660; note: 0% is about no effect
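Tetracycline-induced HEK293 TREx D1 cells, force-coupled to calcium signalling, were dye-loaded with a no-wash calcium kit. Compound was pin-added after a 10 s baseline. Fluorescence was read kinetically at 1 cycle/s for 180 s, with calcium rises flagged as agonism.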
D1 antag: antagonists of human D1 dopamine receptor | 360,000 compounds, 3.2% hits | P21728 | HEK293 TREx D1 cells, calcium flux, dopamine EC80; hits give low values | activity change, negative = inhibition, % at 10 µM | AID 504652; in the data active = activity change below about -30%; note: % is set by controls: 0 for no effect and ±100 for the full control effect
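Kinetic fluorescence of a calcium dye serves as the read-out. D1-expressing Hek293 Trex cells, induced overnight at 30 C, are exposed to compound for 180 s before an EC80 dopamine addition, then read 180 s further.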
TRHR agonist: activates the human TRH receptor. TRHR cells, calcium flux fluo-8, FDSS agonist mode. AID 493084. activation, % at 2 µM. 360,000 compounds, 0.18% hits. P34981; note: 0% is about no effect
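Agonist-mode FDSS calcium read (Ex 480/Em 530, 1 s cycles) in 1536-well TRHR cells with fluo-8 dye, after 10-cycle baseline and 23 nL compound addition; TRH at EC20 (10 nM final) added afterwards for the enhancer phase.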
D2 PAM: D2 dopamine receptor (human) potentiation; potentiation, % at 10 µM; 340,000 compounds, 0.34% hits; P14416; HEK293 T-REx D2, calcium flux, EC20 dopamine potentiation;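 active = potentiation over 3 SD above the plate norm, cut at about 30% in these data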; note: 0% is about no effect
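Primary screen. Calcium kinetics in induced HEK293 T-REx D2 cells: compound pre-addition 180 s, EC20 dopamine, 180 s more.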
RXFP1 antag: RXFP1 (human) relaxin receptor antagonism. activity change, negative = inhibition, % at 57.5 µM. AID 1259400. Q9HBX9. HEK293-RXFP1, relaxin-stimulated cAMP HTRF, 30 min; hits give low values. 350,000 compounds, 0.59% hits;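 active = activity change of -60% or lower, but not beyond a set lower limit; inconclusive = change between -60% and -40%, or beyond the set limit; inactive = change above -40%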; note: % is set by controls: 0 for no effect and ±100 for the full control effect
D2 ag: activates the human D2 dopamine receptor; AID 485358; HEK293 T-REx D2 cells, calcium flux agonist mode; 340,000 compounds, 0.53% hits; activation, % at 2 µM; P14416;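 active = activation over 3 SD above normal in the single-dose calcium agonist read, cut at about 30% in these data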; note: 0% is about no effect
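Tetracycline-induced HEK293 Trex cells with D2 receptor force-coupled to calcium signaling, plated overnight at 30 C and loaded with no-wash calcium dye. Calcium flux read kinetically for 180 s after compound addition; responses flag agonists.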
* hit, by the source's call; ? = inconclusive; / = not tested or not shown. Cut-off read from the data, not from the text of the source, unless noted: active = activation above about 30%; inactive = the rest. Compounds were not picked by outcome; overall some 7.1% were active at least once.

Molecule | TRHR enhancer | D2 ag | D2 PAM | D2 antagonist | D1 antag | D1 potentiator | RXFP1 antag | TRHR agonist | D1 ag
CCc1nnc2c(Nc3cccc(C(C)=O)c3)nc3ccccc3n12 | 2 | -1.8 | -3 | / | -5 | -1 | -8 | -0.8 | 1
O=C(C[n+]1cccc(CNC(=O)c2ccc(OC(F)F)cc2)c1)Nc1ccc(SC(F)F)cc1 | 0 | -1.3 | -13 | 12 | -10 | -9 | 1 | 1.4 | 0
CCC(C)Oc1ccc(C(=O)Nc2ccc(CN3CCOCC3)cc2)cc1 (stereo not drawn) | -6 | 1.4 | -4 | -9 | -12 | -7 | 0 | 1.3 | 16
CCCn1c(SCC(=O)N2CCCCC2)nnc1-c1ccco1 | 49* | -0.5 | 13 | 2 | 15 | -2 | 1 | 0.4 | 2
COc1cc(/C=C\C(=O)OCn2nnc3ccccc3c2=O)cc(OC)c1OC | 0 | -0.6 | 16 | -2 | -6 | -2 | -3 | -0.9 | 5
CC(=O)CC(=O)NC1C2CC3CC(C2)CC1C3 (stereo not drawn) | -2 | -1.1 | -17 | -5 | 5 | 6 | -5 | -0.6 | 1
COc1ccc2nccc(C(N)=O)c2c1 | 0 | -0.1 | 6 | 6 | -6 | 5 | 0 | 0.3 | 4
O=c1[nH]c2cc3c(cc2cc1CN(Cc1ccccc1)Cc1nnnn1Cc1ccco1)OCCO3 | 0 | 0.4 | -19 | -2 | 2 | 0 | / | 3.3 | 3
COc1cc(NC(=O)C2CCN(c3cnccn3)CC2)cc(OC)c1OC | 4 | 0.6 | -3 | 1 | 10 | 0 | -3 | -0.1 | 1
CCCn1cc(SCC(=O)NCc2ccco2)c2ccccc21 | -9 | -0.6 | -13 | -16 | -2 | -5 | -7 | -1.8 | 1
CCOC(=O)C(NC(=O)CC)(Nc1nc2c(s1)CCCC2)C(F)(F)F (stereo not drawn) | -1 | 0.3 | 3 | 6 | -8 | -2 | 1 | 0.0 | -1
CCSC1=N/C(=C\c2ccccc2)C(=O)N1 | -3 | 0.2 | 9 | 6 | -3 | 4 | 2 | 0.1 | 2

Further entries
Molecule | TRHR enhancer | D2 ag | D2 PAM | D2 antagonist | D1 antag | D1 potentiator | RXFP1 antag | TRHR agonist | D1 ag
COC(=O)c1ccccc1NC(=O)c1ccc2c(c1)CCN2S(=O)(=O)c1ccc(C)cc1 | -3 | 1.3 | -2 | / | 6 | -1 | -3 | 0.9 | -1
N=c1c2c(ncn1CCN1CCOCC1)Oc1cc(O)ccc1C2c1ccccc1 (stereo not drawn) | 1 | 0.5 | -19 | 16 | -2 | -3 | -18 | 0.3 | 3
CCN(CC)S(=O)(=O)c1ccc(C(=O)OCC(=O)N2CCOCC2)cc1 | 2 | 0.2 | / | 5 | 20 | 3 | -7 | 0.4 | 2
Nc1nonc1-n1nnc(C(=O)N/N=C/c2ccncc2)c1-c1cccs1 | 7 | -0.4 | -4 | 15 | -1 | -2 | -19 | 0.2 | 3
CCOC(=O)c1sc(=N)n(-c2ccc(OC)cc2)c1C | 11 | -0.8 | 1 | -30 | 1 | -6 | -23 | -0.4 | 3
O=C(N/N=C/c1ccc([N+](=O)[O-])o1)C(=O)Nc1ccc(C(=O)O)cc1 | 12 | -0.7 | 10 | 5 | -3 | 5 | -5 | 0.7 | 2
N#CC1(NC(=O)COC(=O)c2ncc(Cl)c(Cl)c2Cl)CCCCC1 | 1 | 0.8 | 7 | -4 | -17 | -9 | -3 | -0.4 | 1
O=C(Nc1ccccc1C(=O)N1CCCC1)C1CCN(c2ncccn2)CC1 | -6 | 0.9 | -6 | 5 | -1 | 0 | -4 | 0.3 | 1
O=C(NCc1cccnc1)/C(=C\c1ccc(-c2ccc(Br)cc2)o1)S(=O)(=O)c1ccccc1 | 7 | 1.6 | -8 | 13 | -1 | -10 | ? | 0.4 | 2
Fc1cccc(-c2c(-c3ccccc3)ncc3cc(F)ccc23)c1 | 1 | 0.8 | -1 | 1 | / | 0 | / | 0.6 | -3
Cc1ccccc1N1CCN(Cc2cccc(C(=O)O)c2)CC1 | -1 | -0.9 | -1 | 6 | 1 | -4 | -18 | -0.1 | 2
CCOC(=O)C1=NN(C(=O)c2ccc(OC)cc2)C(O)(c2ccc(Cl)cc2)C1 (stereo not drawn) | -2 | 12 | -14 | 1 | -27 | -4 | ? | 14 | 128*

(listing goes on)
Molecule | TRHR enhancer | D2 ag | D2 PAM | D2 antagonist | D1 antag | D1 potentiator | RXFP1 antag | TRHR agonist | D1 ag
O=C(CNC(=O)c1ccc(OC(F)F)cc1)Nc1cccc(S(=O)(=O)N2CCCC2)c1 | -6 | 0.2 | 10 | 14 | -3 | 2 | -14 | 0.0 | 3
COc1ccc(NC(=O)Nc2ccc(OC)cc2)cc1 | -1 | -0.7 | 1 | -5 | -9 | 2 | / | -0.2 | 1
COc1ccc(S(=O)(=O)NC(C)C(=O)Nc2ccccc2)cc1Cl (stereo not drawn) | -1 | 0.0 | 2 | -17 | -14 | 0 | -7 | -0.3 | 3
COC(=O)c1cccc(C(=O)N2CCCC(C(=O)c3cccc(OC(C)C)c3)C2)c1 (stereo not drawn) | 4 | -0.1 | 6 | -17 | -1 | -1 | 13 | -0.7 | 2
O=C(CCC(=O)c1ccc(Br)cc1)Nc1cccc(C(F)(F)F)c1 | 5 | 0.3 | -12 | -7 | 15 | 2 | -25 | -0.1 | -1
CCN(CC)S(=O)(=O)c1ccc(N/N=C/c2ccc(O)cc2O)nc1 | -1 | -0.1 | -2 | 6 | 3 | 1 | 5 | -0.4 | 1
CCC(=O)Nc1nc(CC(=O)Nc2ccccc2OC)cs1 | -5 | 0.5 | 5 | 1 | 22 | -5 | -1 | 0.4 | 0
CSC1=C(C#N)C(=O)NC(c2ccc(Cl)cc2)S1 (stereo not drawn) | 1 | -0.4 | -1 | 0 | 2 | 2 | -7 | 0.1 | 3
CC1C/C(=C/c2ccncc2)C(=O)/C(=C/c2ccncc2)C1 (stereo not drawn) | -2 | -0.6 | / | 17 | -32* | -3 | -23 | 2.0 | 6
Cc1cccc(C)c1N1CCN(C(=O)Nc2ccc3c(c2)OCCO3)CC1 | -1 | 0.1 | 26 | 20 | -34* | -6 | -20 | 0.1 | 20
O=C(NC1CCCCC1)N(Cc1cc2cc3c(cc2[nH]c1=O)OCCO3)C1CCCCC1 | -8 | 0.4 | -16 | 19 | 15 | -3 | 21 | -0.7 | 3
O=C(NNc1ccc([N+](=O)[O-])cc1[N+](=O)[O-])c1ccco1 | -5 | 2.8 | -2 | -2 | 3 | -6 | -8 | 1.3 | 16

The list continues.
Molecule | TRHR enhancer | D2 ag | D2 PAM | D2 antagonist | D1 antag | D1 potentiator | RXFP1 antag | TRHR agonist | D1 ag
COc1ccc(CCC(=O)NCCS(=O)(=O)N2CCN(c3ccccc3)CC2)cc1 | 6 | -0.4 | 8 | -11 | 0 | -8 | -7 | -0.4 | 7
O=S(=O)(c1ccc(NC(=S)NN=C2CCCCC2)cc1)N1CCOCC1 | 11 | 6.9 | -6 | 5 | 7 | -1 | -11 | 0.6 | 4
COc1ccc(-c2ccc(/C=C(\NC(=O)c3ccccc3)C(=O)N3CCOCC3)o2)cc1 | -1 | 2.2 | -12 | -10 | 5 | 2 | -20 | -0.2 | 4
COC(=O)c1cc(OC)c(OC)cc1NC(=S)N1CCN(Cc2ccccc2)CC1 | 10 | 0.6 | -7 | 19 | -32* | -4 | -22 | -0.5 | -1
Cc1cccc(NC(=O)CSc2nc(=O)n3ccccc3n2)c1C | -5 | -0.4 | -6 | 9 | 32 | -3 | 3 | -0.3 | 1
O=S(=O)(c1ccc(Br)cc1)N1CCCC1c1nc2ccccc2s1 (stereo not drawn) | 2 | -0.3 | 9 | 9 | 9 | -3 | 0 | -1.5 | 1
COc1cccc(CNC(=O)Cn2ncn3nc(-c4cccs4)cc3c2=O)c1 | -3 | / | 4 | / | 1 | 0 | -9 | -0.8 | 0
Cc1cccc(C)c1-n1c(C)cc(/C=N/NC(N)=S)c1C | 4 | 0.9 | 8 | -12 | 1 | -4 | 4 | -0.3 | 2
O=C(Cn1cc(C(F)(F)F)cc(Cl)c1=O)Nc1ccc(N2CCOCC2)cc1 | -3 | 0.1 | 0 | -10 | 2 | -3 | -6 | 0.8 | 5
O=S(=O)(c1ccc2c(c1)OCO2)N1CCN(c2nnnn2-c2ccccc2)CC1 | 23 | 0.7 | 26 | 36* | -3 | -5 | 11 | -0.4 | 17
c1ccc(-c2noc(-c3cccs3)n2)nc1 | 12 | -2.4 | 5 | -10 | 0 | -1 | 12 | -0.6 | 0
CC(=O)Nc1cc2c(nc1C)nc(C)n2Cc1ccc(Br)cc1 | 46* | 0.3 | 4 | 0 | -1 | 2 | -8 | 1.1 | 4

Retrieved one by one from the list above (three):
Molecule | TRHR enhancer | D2 ag | D2 PAM | D2 antagonist | D1 antag | D1 potentiator | RXFP1 antag | TRHR agonist | D1 ag
Cc1ccccc1N1CCN(Cc2cccc(C(=O)O)c2)CC1 | -1 | -0.9 | -1 | 6 | 1 | -4 | -18 | -0.1 | 2
CC(=O)CC(=O)NC1C2CC3CC(C2)CC1C3 (stereo not drawn) | -2 | -1.1 | -17 | -5 | 5 | 6 | -5 | -0.6 | 1
Cc1cccc(NC(=O)CSc2nc(=O)n3ccccc3n2)c1C | -5 | -0.4 | -6 | 9 | 32 | -3 | 3 | -0.3 | 1

Next entries.
Molecule | TRHR enhancer | D2 ag | D2 PAM | D2 antagonist | D1 antag | D1 potentiator | RXFP1 antag | TRHR agonist | D1 ag
CC(=O)NCCNC(=O)c1ccc(NC2=NC3CS(=O)(=O)CC3S2)cc1 (stereo not drawn) | -7 | 0.7 | -1 | 6 | 4 | 2 | -6 | -0.3 | 2
C#CCOCCOCCOCCNc1nc(N2CCOCC2)nc(N2CCN(C(=O)Cn3cc(CCCN=C(N)N)nn3)CC2)n1 | -5 | / | -2 | / | -2 | -7 | / | 0.7 | -2
COc1cc(CN2CCN(c3cccc(Cl)c3)CC2)cc(OC)c1OC | -8 | -0.4 | -24 | 15 | 2 | -6 | 18 | 0.6 | 1
CCOc1ccccc1NC(=O)NCc1ccco1 | 2 | -0.8 | -5 | -1 | 4 | 3 | 11 | 0.1 | 1
CCc1n[nH]c(=S)n1/N=C/c1ccc(N(CC)CC)cc1 | -4 | -1.8 | -8 | 7 | 10 | -1 | -18 | -0.3 | 6
CCCNc1ccc(-c2nc(-c3ccccn3)no2)cc1[N+](=O)[O-] | 13 | -1.4 | 13 | / | 8 | 4 | / | -1.0 | -1
CC(C)c1nc(Cl)c(C#N)c2c1CCC2 | 5 | 0.1 | 3 | -17 | -11 | 0 | -10 | -0.8 | 3
O=C(CCSCCc1ccccn1)Nc1nccs1 | 7 | 0.4 | -3 | 0 | 18 | -3 | / | 0.0 | 3
Cc1ncc([N+](=O)[O-])n1CC(=O)NCc1ccccc1 | -1 | 0.4 | 5 | 0 | 9 | 10 | -22 | 0.5 | 3
O=C(Nc1ccc(N2CCCC2)cc1)c1ccc(Br)o1 | 6 | -0.1 | 1 | -26 | 7 | 3 | -3 | -0.3 | 1
